Compound activity from PubChem BioAssay.
RmlCD inh 1536 = M. tuberculosis RmlC/RmlD coupled enzyme inhibitors, primary screen, biochemical, compound mixtures, 384-well, from 1536-well plates. dTDP-4-dehydrorhamnose reductase (Mycobacterium tuberculosis (strain ATCC 25618 / H37Rv)) …. RmlC+RmlD coupled enzyme assay, percent inhibition; primary screen in compound mixtures. inhibition, % at 3.6 µM. hit rate 0.03% among 160,000. AID 1533, 2009; in the data active means inhibition mostly above about 34%, no sharp cut-off; further: some results filed as inactive read as strong as hits
Target sequence (P9WH09 whole entry, looked up): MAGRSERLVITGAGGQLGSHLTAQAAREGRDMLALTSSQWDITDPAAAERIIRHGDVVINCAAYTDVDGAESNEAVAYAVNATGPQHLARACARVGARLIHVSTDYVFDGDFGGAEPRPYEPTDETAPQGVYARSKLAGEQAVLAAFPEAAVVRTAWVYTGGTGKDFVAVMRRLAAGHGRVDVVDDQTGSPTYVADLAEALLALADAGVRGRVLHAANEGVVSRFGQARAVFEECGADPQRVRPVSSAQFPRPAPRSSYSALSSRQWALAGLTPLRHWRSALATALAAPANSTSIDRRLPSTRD
Target sequence (P9WH11 whole entry, looked up): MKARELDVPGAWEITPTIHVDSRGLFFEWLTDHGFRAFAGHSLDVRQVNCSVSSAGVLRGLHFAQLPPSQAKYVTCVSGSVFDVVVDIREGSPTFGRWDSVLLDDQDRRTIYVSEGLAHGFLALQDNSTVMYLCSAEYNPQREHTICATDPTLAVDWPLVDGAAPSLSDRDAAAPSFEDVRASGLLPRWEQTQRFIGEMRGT
GlmU inhibition = inhibition of mycobacterial GlmU enzyme – biochemical, glucosamine-1-phosphate acetyltransferase (AID 1376); M. tuberculosis GlmU acetyltransferase enzyme assay; higher % means a stronger effect; inhibition, %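 (tested at 30 µM in the primary screen)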; hits with a dose series show IC50 in µM; hit rate 0.25% among 220,000; in the data active means inhibition above about 13%;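 further: 0% = complete reaction with vehicle and 100% = reaction without substrate; strong numbers were not always called active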
Starred values were filed as active, the others as inactive; / = no result given. Only part of the results is shown (hit frequency here may not be typical).

SMILES | GlmU inhibition | RmlCD inh 1536
Cn1c(=O)c2cc(S(=O)(=O)NC(Cc3ccccc3)C(=O)NCc3ccco3)ccc2n(C)c1=O (configuration not stated) | 0.7% | /
CC(=O)N1CCN(S(=O)(=O)c2ccc(C)cc2)C1C(C)C (configuration not stated) | / | 1
OC(CNCCNc1ncccc1C(F)(F)F)Cn1ccc2ccccc21 (configuration not stated) | 0.4% | 10
O=C(NC1CCCC1)C1c2ccccc2C(=O)N1C1CCCCC1 (configuration not stated) | 1.6% | 19
CCn1c(O)c(C=NCc2ccccc2)c(=O)[nH]c1=S | 3.3% | 3
c1ccc(C2=Nn3c(nnc3-c3cccs3)SC2)cc1 | 6.5% | -9
O=C(C1=C(O)C(=O)N(Cc2ccccc2)C1c1ccncc1)c1ccco1 (configuration not stated) | 3.0% | 1
C/C(=N/NC(=O)c1ccoc1C)c1ccc(NC(=O)c2ccncc2)cc1 | -1.2% | /
O=S(=O)(c1ccc(Br)s1)N1CCC(Cc2ccccc2)CC1 | -8.2% | -5
Cc1ccccc1-n1c(C)nnc1SCC(=O)NC1CCCc2ccccc21 (configuration not stated) | -2.2% | -3

Continuation:
SMILES | GlmU inhibition | RmlCD inh 1536
CC(C)NC(=O)C(Cc1ccccc1)N1C(=O)c2ccccc2C1=O (configuration not stated) | -5.8% | /
COc1ccc(N(CC(=O)NCc2ccc(C)cc2)S(=O)(=O)c2ccccc2[N+](=O)[O-])c(OC)c1 | -2.5% | 5
O=C1c2ccccc2C(=O)N1c1nc(-c2cccs2)cs1 | -0.5% | 12
COc1ccccc1-n1c(C)c2c(OC)cccc(=O)c2c1C | -8.8% | 10
O=C1N(Cc2cccc(Cl)c2)C[C@@H]2C[C@@H](c3cccn3-c3cccnc3)N3CCC[C@@]123 | 4.8% | 16
CCCCCn1c(NC2CCCCC2)nc2c1c(=O)[nH]c(=O)n2C | -0.9% | /
CN(C)S(=O)(=O)c1cccc(NC(=O)CSc2nc3ccccc3n2-c2ccccc2)c1 | -1.2% | /
COc1ccc(-c2cc(C(F)(F)F)nc(SCC(=O)N(C)Cc3cnn(C)c3C)n2)cc1OC | 4.7% | 2
COc1ccc(CNC(=O)/C=C/c2ccc3[nH]cc(CCN(C)C)c3c2)cc1 | -3.9% | /
Cc1ccccc1Nc1ccc(S(=O)(=O)N2CCOCC2)cc1[N+](=O)[O-] | -6.1% | -3

Next part.
SMILES | GlmU inhibition | RmlCD inh 1536
O=C(COc1ccc([N+](=O)[O-])cc1)NCCC1=CCCCC1 | -3.7% | /
O=C(CSc1nnc(CNC(=O)c2ccco2)o1)c1ccccc1 | 0.7% | -11
CC(N)C12CC3CC(CC(O)(C3)C1)C2 (configuration not stated) | -2.8% | /
CCN(CC)c1nc2cc(C)ccc2cc1/C=C(\C#N)C(N)=O | 0.4% | 6
NC(=O)[C@H](Cc1cc2ccccc2s1)NC(=O)[C@@H]1CC2(CC(c3cccc(NC(=O)[C@@H]4CCC(=O)N4)c3)=NO2)CN1C(=O)/C=C/Sc1ccccc1 (some centres not stated) | 2.5% | /
Cc1cc(Nc2ccccc2)n(-c2cccc(Cl)c2)n1 | 0.2% | -3
Cn1nnnc1SCC(=O)Nc1ccccc1N1CCCCC1 | 0.4% | -2
CCCCC(=O)Nc1ccccc1N1CCOCC1 | -4.1% | -10
COCCSc1nnc(NC(=O)C2CCCCC2)s1 | -0.5% | /
CC(C)CNC(=O)c1cccc(NC(=O)Cc2ccc(Cl)cc2)c1 | -0.4% | 6

The list goes on:
SMILES | GlmU inhibition | RmlCD inh 1536
CSc1nnc2n(-c3ccccc3)c(=O)c3c4c(sc3n12)CCC4 | 4.2% | 1
COc1ccccc1N=c1c2c([N+](=O)[O-])cc([N+](=O)[O-])cc2n(O)n1-c1ccccc1OC | / | 13
Cc1c(S(=O)(=O)Nc2cccc(Cl)c2)c(=O)n(C)c(=O)n1C | 7.4% | -4
Nc1ccc(Cc2ccc(N)c(C(=O)O)c2)cc1C(=O)O | 7.1% | /
COc1ccc(NC(=O)c2cc(S(=O)(=O)NCC3COc4ccccc4O3)ccc2F)cc1 (configuration not stated) | 6.0% | -8
CN(Cc1cccs1)c1ncnc2sccc12 | -0.8% | /
CCN(CC)c1ccc(C(=O)NC(=S)Nc2cc(S(=O)(=O)N3CCOCC3)ccc2-n2cncn2)cc1 | -4.2% | -2
c1ccc(Oc2cccc(OCCCCN3CCCC3)c2)cc1 | -9.3% | -1
COc1cc(/C=C2\SC(=S)N(CC(=O)Nc3ccc(O)cc3)C2=O)cc(OC)c1OC | -0.5% | -5
COCCNC(=O)c1cc(C(=O)CC(C)C)c[nH]1 | -1.5% | 11

Further results follow.
SMILES | GlmU inhibition | RmlCD inh 1536
Cn1nc(-c2ccc(OCC(=O)NCC3CCCO3)cc2)c2ccccc2c1=O (configuration not stated) | -3.5% | 5
COc1ccc(NC(=O)N2CCN(S(C)(=O)=O)CC2)cc1OC | -0.1% | -8
Brc1ccc(C2C3=C(Nc4ncnn42)c2ccccc2OC3c2ccncc2)cc1 (configuration not stated) | -3.3% | 9
COc1ccc(C(=O)Nn2c(SCC(=O)NCC3CCCO3)nc3ccccc3c2=O)cc1 (configuration not stated) | 1.1% | 8
CCCNC(=O)Cn1nc(C(F)(F)F)c2c1CCC2 | 4.7% | -5
COc1ccc(CC2(CO)CCN(Cc3c(C)nn(C(C)C)c3C)CC2)cc1 | 0.8% | /
CC(C)NC(=O)CSc1nc(-c2ccccc2)cs1 | -4.9% | -6
CCOc1cc(S(=O)(=O)Nc2ccc(CC)cc2)ccc1Cl | -3.0% | -9
COc1ccc(CCNC(=O)CSc2ccsc2[N+](=O)[O-])cc1OC | 7.2% | -14
CC(=O)Nc1ccc(C(=S)NCC2(N(C)C)CCCCC2)cc1 | -2.1% | 2

(list continues)
SMILES | GlmU inhibition | RmlCD inh 1536
CCOC(=O)c1ccccc1NC(=O)Cn1c(=O)n(Cc2ccccc2)c(=O)c2c(C)c(C)sc21 | 8.6% | -7
CCCC(=O)Nc1nnc(Cc2ccccc2)s1 | -2.0% | 34
Cc1nn(-c2ccccc2)c(C)c1C(=O)OCC(=O)N1CCN(S(=O)(=O)c2ccccc2)CC1 | 9.6% | -46
C=CCOc1cccc(C(=O)NC(c2ccccc2)C(C)C)c1 (configuration not stated) | -5.7% | 0
Cc1ccc(S(=O)(=O)NCCC(c2ccccc2)c2ccco2)cc1 (configuration not stated) | -5.8% | -11
CCCNC(=S)N1CC2(C)CN(C(=O)C(=O)OCC)CC(C)(C1)C2=O | -4.2% | 8
Cc1nc(SCC(=O)NCc2ccccc2)c2oc3ccccc3c2n1 | 6.8% | /
Cc1ccc(Cn2nnc3c(=O)n(Cc4ccccc4C)cnc32)cc1 | -2.1% | -6
Cc1cc(C(C)(C)C)cc(C)c1Cn1c2[n+](c3ccc(C(F)(F)F)cc31)CCCCC2 | -6.4% | -7
O=C1C2C3C=CC(C2C(=O)N1c1ccccc1O)C1C2C(=O)N(c4ccccc4O)C(=O)C2C31 (configuration not stated) | -1.7% | -7

Later entries.
SMILES | GlmU inhibition | RmlCD inh 1536
CN1C(=O)C2C=CC1C1C(=O)N(c3ccccc3)C(=O)C21 (configuration not stated) | 2.8% | 6
Cc1ccc(OCC(=O)Nc2ccc(Cl)cc2C(=O)c2ccccc2)cc1 | 5.4% | 24
O=C(O)c1ccc(-c2ccccc2)[nH]1 | 2.4% | /
Cc1nc2ccccc2c(=O)n1/N=C/c1ccc(O)cc1 | 5.8% | 8
Cc1ccc(OCc2nc(-c3ccccn3)no2)cc1 | -3.9% | /
O=C1C(NS(=O)(=O)c2ccc(Cl)cc2)=C(N2CCCCC2)C(=O)c2ccccc21 | -0.8% | -6
C#CCOC(=O)C(NC(=O)c1ccccc1)=C1CCCCC1 | 0.0% | 6
COc1ccc(CCNC(=O)Cn2nnc(-c3ccccc3F)n2)cc1OC | -0.4% | /
CSc1ccc(NC(=O)NCCCN2CCN(c3ccccc3F)CC2)cc1 | -11% | /
CC(=O)c1c(NC(=O)C(C)C)nc(C)nc1-c1ccccc1 | -7.9% | 16

(further entries)
SMILES | GlmU inhibition | RmlCD inh 1536
Clc1ncnc2scc(-c3ccc(Br)cc3)c12 | 4.1% | 9
COC(=O)Cc1ccc(N(Cc2ccccc2F)S(=O)(=O)c2ccc(C)cc2)cc1 | -3.5% | /
COc1ccccc1OCc1ccc(C(=O)OCC2CCCO2)o1 (configuration not stated) | -3.9% | -6
CC1CCC/C(=C\Nc2ccccc2C(=O)O)C1=O (configuration not stated) | -3.0% | -12
C/C(=N/OCC(=O)Nc1ccc(C)cc1C)c1cccs1 | 2.8% | -9
NC(=O)C1CCN(c2ccc(C(F)(F)F)cc2[N+](=O)[O-])CC1 | 1.6% | /
CCOC(=O)CSC(=S)NC(=O)c1ccc(OC)cc1 | -6.0% | /
CC(=O)C1C(=O)C=C(c2cccs2)CC1c1ccccc1 (configuration not stated) | -5.2% | -8
COc1ccc(OC)c(S(=O)(=O)NCCC(C)C)c1 | -3.2% | -9
COc1cc(CNCc2ccccc2)c(Br)cc1OC1CCCC1 | -1.9% | -8

Two records drawn at random from the list so far, as already listed:
SMILES | GlmU inhibition | RmlCD inh 1536
Cc1cc(C(C)(C)C)cc(C)c1Cn1c2[n+](c3ccc(C(F)(F)F)cc31)CCCCC2 | -6.4% | -7
OC(CNCCNc1ncccc1C(F)(F)F)Cn1ccc2ccccc21 (configuration not stated) | 0.4% | 10

Following part.
SMILES | GlmU inhibition | RmlCD inh 1536
C=C1C[C@@H]2[C@H](CC[C@]3(C)C(=O)CC[C@@H]23)[C@@]2(C)C=CC(=O)C=C12 | 5.4% | -7
CSc1nc(NC(C)(C)C)nc(Oc2ccc(=O)n(C)n2)n1 | -0.1% | 10
COC(=O)C(C)NC(=S)N1CCN(c2c(F)cc3c(=O)c(C(=O)O)cn(C4CC4)c3c2OC)CC1C (configuration not stated) | 2.5% | /
COc1ccc(-c2nnc3sc(COc4ccccc4)nn23)cc1 | 7.6% | /
COc1ccc(C(CC(=O)Nc2cc([N+](=O)[O-])ccc2OC)c2ccccc2)cc1 (configuration not stated) | -1.1% | 19
CSc1snnc1-c1ccccc1 | 1.3% | -9
CN=Cc1sc2ccccc2c1O | 1.5% | /
CCOC(=O)c1ccc2nc(C(F)(F)F)[nH]c(=O)c2c1 | -0.2% | 5
O=C1CC(c2ccccc2)CC2=C1CN(C1CCCCC1)CN2 (configuration not stated) | -0.2% | -9
Cn1cccc1C(=O)NC(=O)CSc1cccc[n+]1[O-] | 1.2% | 82

Additional results.
SMILES | GlmU inhibition | RmlCD inh 1536
COc1cc(C)ccc1OCCOc1cc(C)ccc1Cl | 1.4% | /
O=C(OC(C(=O)NCc1ccco1)c1ccc(Cl)cc1)c1cccs1 (configuration not stated) | -0.2% | /
O=C(CN1CCN(S(=O)(=O)c2ccccc2)CC1)Nc1ccc(Cl)c(Cl)c1 | -0.2% | /
COCc1cc(=O)[nH]c(SCC(=O)c2ccccc2)n1 | -1.4% | 27
CCOC(=O)c1cnc2c(cnn2C)c1Oc1ccc(OC)cc1 | 2.6% | -9
COc1ccc(CN2CCNC(=O)C2CC(=O)N2CCCO2)c(OC)c1 (configuration not stated) | -0.5% | -6
Cc1nnc(SCC(=O)Nc2nc(-c3ccccc3)cs2)n1N | 2.6% | /
COc1ccc(NC(=O)C(c2cc3c(cc2[N+](=O)[O-])OCO3)N(C)c2ccccc2)cc1 (configuration not stated) | 2.8% | -6
Cc1cc(/C=C2\SC(=Nc3ccc(N4CCOCC4)cc3)N(C)C2=O)c(C)n1-c1cccnc1 | -10% | -8
CCC(C#CCN1CCCCC1)(CC)OCCC#N | / | 6

The list continues:
SMILES | GlmU inhibition | RmlCD inh 1536
O=C(CN1CCCC1)NC1C2CC3CC(C2)CC1C3 (configuration not stated) | -3.7% | /
O=C(NCc1ccco1)c1ccc2c(c1)N(Cc1ccccc1)CCS2 | 3.4% | /
Cc1ccccc1NC(=O)CCl | 0.9% | -10
CC(C)Cc1[nH]c(=O)c(C#N)c2c1CCCC2 | -0.3% | /
Cn1cccc1/C=N/N1CCN(Cc2ccccc2Cl)CC1 | -2.8% | /
O=C(Oc1ccc2c(c1)O/C(=C\c1ccncc1)C2=O)c1cccs1 | 1.9% | 1
Cn1nccc1C(=O)Nc1ccc(OC(=O)c2ccnn2C)cc1 | 4.4% | -8
O=C(CSc1ccc(Cl)cc1)Nc1ccc(-c2nc3ccccc3[nH]2)cc1 | 2.4% | 1
COC(=O)c1cccc(NC(=O)C2C3CCC(C3)C2C(=O)O)c1 (configuration not stated) | 7.6% | 2
CC1CC(C)(C)NC(C)c2ccccc21 (configuration not stated) | 2.2% | -10

Brought forward from above: six compounds; new compounds follow.
SMILES | GlmU inhibition | RmlCD inh 1536
Cn1cccc1/C=N/N1CCN(Cc2ccccc2Cl)CC1 | -2.8% | /
O=C(Oc1ccc2c(c1)O/C(=C\c1ccncc1)C2=O)c1cccs1 | 1.9% | 1
Cn1nccc1C(=O)Nc1ccc(OC(=O)c2ccnn2C)cc1 | 4.4% | -8
O=C(CSc1ccc(Cl)cc1)Nc1ccc(-c2nc3ccccc3[nH]2)cc1 | 2.4% | 1
COC(=O)c1cccc(NC(=O)C2C3CCC(C3)C2C(=O)O)c1 (configuration not stated) | 7.6% | 2
CC1CC(C)(C)NC(C)c2ccccc21 (configuration not stated) | 2.2% | -10
Cc1cnc(C(=O)Nc2ccc(F)c(F)c2)cn1 | -3.0% | /
O=C(CNC(=O)Cc1ccccc1)NCC(=O)OCc1ccccc1 | -3.9% | /
COc1ccccc1Oc1ncnc2c1cnn2-c1ccccc1 | 0.3% | -9
Cc1cc(C)cc(C(=O)Nc2ccc(NC(=O)Cc3ccccc3)cc2)c1 | -1.8% | /
CCOC(=O)c1c(C(=O)OCC)c(C)n(N2C(=O)CSC2=S)c1C | 3.7% | /
COc1cccc(S(=O)(=O)Nc2ccc(C(=O)Nc3ccncc3)cc2)c1 | 2.9% | /
COc1ccc(CNC(=O)C2CCCN2S(=O)(=O)c2ccccc2)cc1 (configuration not stated) | 7.9% | /
